High-throughput results from PubChem.
Bcl-2 Bim block – inhibitors of Bim-Bcl-2 binding, primary screen, biochemical, multiplexed, human Bcl-2 family; Bead-based flow cytometry, Bim peptide-Bcl-2 binding; AID 950, 2007; 190,000 compounds, 0.06% hits; inhibition, % at 10 µM; in the data active = inhibition above about 40%; inconclusive = no clear call, values can overlap the other calls;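 note: 0% = no compound wells with probe peptide and 100% = reference peptide inhibitor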
Mcl1 Bid PPI – Mcl-1/Bid binding inhibitors, primary screen, biochemical, TR-FRET, 1536-well. Induced myeloid leukemia cell differentiation protein Mcl-1 (Homo sapiens), Q07820. TR-FRET Mcl-1/Bid-Dy647 peptide binding. inhibition, % at 21.7 µM. 220,000 compounds, 0.97% hits;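 active = compounds that cut the binding signal by more than half at the single screening dose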;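 note: His-tagged Mcl-1 with europium anti-His antibody binding Bid BH3 peptide; 0% = Mcl-1 plus peptide wells and 100% = peptide-only wells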
Target sequence (Q07820 whole entry, looked up): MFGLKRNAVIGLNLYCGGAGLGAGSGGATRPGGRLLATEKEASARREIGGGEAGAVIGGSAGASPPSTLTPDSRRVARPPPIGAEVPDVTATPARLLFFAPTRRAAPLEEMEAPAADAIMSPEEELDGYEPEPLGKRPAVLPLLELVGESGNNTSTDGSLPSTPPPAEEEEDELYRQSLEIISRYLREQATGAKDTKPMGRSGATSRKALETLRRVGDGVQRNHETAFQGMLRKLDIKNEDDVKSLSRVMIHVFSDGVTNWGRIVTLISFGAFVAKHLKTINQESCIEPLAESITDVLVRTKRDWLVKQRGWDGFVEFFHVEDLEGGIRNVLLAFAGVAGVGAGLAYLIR
Bcl-XL Bim block – inhibitors of Bim-Bcl-XL binding, primary screen, biochemical, multiplexed, bead flow cytometry, human Bcl-XL. Bcl-2-like protein 1 (Homo sapiens), Q07817. Bim peptide-Bcl-XL binding, fluorescence. inhibition, % at 10 µM. 190,000 compounds, 0.04% hits. AID 1007, 2008
Target sequence (Q07817 whole entry, looked up): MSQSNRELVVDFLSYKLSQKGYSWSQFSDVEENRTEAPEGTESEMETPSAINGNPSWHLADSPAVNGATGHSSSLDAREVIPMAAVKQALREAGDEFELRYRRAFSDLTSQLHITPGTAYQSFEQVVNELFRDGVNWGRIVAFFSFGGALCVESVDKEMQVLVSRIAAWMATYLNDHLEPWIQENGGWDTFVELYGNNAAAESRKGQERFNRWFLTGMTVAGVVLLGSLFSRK
Bfl-1 Bim block – inhibitors of Bim binding to Bfl-1, primary screen, biochemical, multiplexed, bead-based flow cytometry; Bim-Bfl-1 binding inhibition; 190,000 compounds, 0.12% hits; inhibition, % at 10 µM; Bcl-2-related protein A1 (Homo sapiens), Q16548;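 note: 0% = wells without compound plus tracer and 100% = blocker peptide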
Bcl-W Bim block – inhibitors of Bim binding to Bcl-W, primary screen, biochemical, multiplexed, bead-based flow cytometry; inhibition, % at 10 µM; AID 952, 2007; Bcl-2-like protein 2 (Homo sapiens), Q92843; Bim peptide-Bcl-W binding; 190,000 compounds, 0.02% hits;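 note: 0% = bound tracer without compound and 100% = peptide blocker; higher means less fluorescent Bim peptide bound to Bcl-W beads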
Target sequence (Q92843 whole entry, looked up): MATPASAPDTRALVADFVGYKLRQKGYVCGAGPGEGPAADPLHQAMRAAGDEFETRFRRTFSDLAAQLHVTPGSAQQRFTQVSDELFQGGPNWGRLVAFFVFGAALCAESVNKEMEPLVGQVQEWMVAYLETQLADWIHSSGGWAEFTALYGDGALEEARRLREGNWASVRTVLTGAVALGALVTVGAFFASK
RGS8-Gao – RGS8-Galphao binding modulators, primary screen, biochemical, multiplexed bead flow cytometry | Guanine nucleotide-binding protein G(o) subunit alpha (Homo sapiens), P09471 | actives lie on both sides | response (percent of control binding), % at 10 µM | 220,000 compounds, 0.34% hits; in the data active = response below about 60% or above about 140%; inactive = in between;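 note: Galphao activated as the GDP aluminium fluoride complex binding bead-coupled RGS8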
Mcl-1 Bim block – inhibitors of Bim peptide binding to Mcl-1, primary screen, biochemical, bead-based flow cytometry, multiplex; Induced myeloid leukemia cell differentiation protein Mcl-1 (Homo sapiens), Q07820; Bim peptide-Mcl-1 binding; inhibition, % at 10 µM; 190,000 compounds, 0.1% hits; AID 1009, 2008;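 note: 0% = no compound tracer wells and 100% = peptide blocker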
RGS4-Gao reg – modulators of RGS4 binding to Galphao, primary screen, biochemical, multiplexed bead flow cytometry; actives lie on both sides; binding response (% of control), % at 10 µM; AID 1415, 2008; 220,000 compounds, 0.33% hits; in the data active = binding response below about 49% or above about 150%; inactive = in between;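 note: fluorescent Galphao activated with aluminum fluoride binding bead-coupled RGS4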
Bim-Bcl-B – inhibitors of Bim-Bcl-B binding, primary screen, biochemical, multiplexed, human Bcl-2 family. Bcl-2-like protein 10 (Homo sapiens), Q9HD36. bead-based flow cytometry, Bim peptide-Bcl-B binding. inhibition, % at 10 µM. 190,000 compounds, 0.073% hits;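 note: 0% = tracer peptide without compound and 100% = reference inhibitor peptide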
Target sequence (Q9HD36 whole entry, looked up): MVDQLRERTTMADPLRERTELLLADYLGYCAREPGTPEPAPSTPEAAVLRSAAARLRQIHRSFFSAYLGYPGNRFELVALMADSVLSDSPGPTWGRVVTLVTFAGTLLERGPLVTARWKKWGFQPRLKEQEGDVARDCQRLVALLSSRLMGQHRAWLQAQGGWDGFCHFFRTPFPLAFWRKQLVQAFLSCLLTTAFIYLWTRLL
RGS7-Gao – RGS7-Galphao binding modulators, primary screen, biochemical, multiplexed bead flow cytometry. binding response (% of control), % at 10 µM. actives lie on both sides. 220,000 compounds, 0.35% hits. Guanine nucleotide-binding protein G(o) subunit alpha (Homo sapiens), P09471; in the data active = binding response below about 49% or above about 150%; inconclusive = no clear call, values can overlap the other calls; inactive = in between;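 note: fluorescent Galphao held in activated GDP-AlF4 state binding bead-coupled RGS7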
Mcl1 Noxa PPI – Mcl-1/Noxa binding inhibitors, primary screen, biochemical, TR-FRET, 1536-well | Induced myeloid leukemia cell differentiation protein Mcl-1 (Homo sapiens), Q07820 | TR-FRET Mcl-1/Noxa peptide binding, 2 h | inhibition, % at 21.7 µM | 220,000 compounds, 1.5% hits;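 active = compounds that cut the protein-peptide binding signal by more than 50% relative to plate controls in a single-dose test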;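 note: His-tagged Mcl-1 with rhodamine Noxa BH3 peptide and terbium anti-His antibody; 0% = Mcl-1 plus Noxa peptide wells and 100% = peptide-only wells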
* = called active by the depositor; ? = inconclusive; / = not tested or not shown. Cut-off read from the data, not from the text of the source, unless noted: active = inhibition above about 40%.

SMILES | Bcl-2 Bim block | Mcl1 Bid PPI | Bcl-XL Bim block | Bfl-1 Bim block | Bcl-W Bim block | RGS8-Gao | Mcl-1 Bim block | RGS4-Gao reg | Bim-Bcl-B | RGS7-Gao | Mcl1 Noxa PPI
O=C(Nc1ccc2c(c1)OCO2)NC1CCN(Cc2ccccc2)CC1 | -2 | -49 | -8 | -4 | -3 | 100 | -5 | 93 | -6 | 105 | 27
CC(=O)c1ccc(Cc2ccccc2)cc1 | -3 | -21 | -1 | -1 | 0 | 101 | 0 | 102 | -3 | 109 | 11
Cc1ccc(N=Cc2cc(Br)cc(Cl)c2O)cc1 | -5 | -40 | 0 | -1 | -1 | 92 | -37 | 84 | -8 | 88 | 12
Cc1c(-c2ccccc2)sc2nc[nH]c(=S)c12 | 4 | -20 | -10 | -2 | -8 | 96 | -22 | 100 | -3 | 102 | 8
Cc1ccc(OCC(=O)N(Cc2ccccc2)C(C)(C)C)c([N+](=O)[O-])n1 | 1 | 4 | -5 | -1 | -3 | 100 | -1 | 102 | -5 | 99 | 16
O=C(COc1cccc([N+](=O)[O-])c1)N/N=C/c1ccco1 | -2 | -22 | 0 | -3 | 0 | 97 | 0 | 99 | -2 | 97 | 0
CN1CCN(C(=O)/C(C#N)=C/c2ccc(F)cc2)CC1 | 1 | -14 | -1 | 2 | 0 | 99 | -2 | 101 | 0 | ? | 30
CC1(C)CC(=O)c2cn3ncnc3nc2C1 | 0 | -7 | 0 | -1 | -4 | 98 | -1 | 96 | -1 | 96 | -12
COC(=O)C1=C(C(C)=O)C(c2ccc(C)cc2)n2nnnc2N1 (configuration not stated) | 0 | -25 | -2 | -5 | 0 | 100 | 1 | 100 | 0 | 99 | 8
Cn1cccc1/C=N/n1cnnc1 | -6 | -11 | -8 | -13 | 0 | 100 | 0 | 100 | -6 | 99 | -13
CCN1C(=O)/C(=C2\Sc3ccccc3N2CC)OC1=S | 9 | 16 | 4 | 8 | 10 | 103 | 0 | 99 | -1 | 102 | 40
CCOC(=O)CCCNC(=O)CCCNC(=O)C(c1ccccc1)c1ccccc1 | 0 | -13 | -1 | -4 | 0 | 105 | -1 | 103 | -7 | 98 | 6
COc1ccc(CCNC(=O)C2CCN(S(=O)(=O)c3cccc4nsnc34)CC2)cc1OC | 1 | 8 | 3 | 0 | -1 | 102 | -2 | 101 | 0 | 102 | 7
Cc1ccc2nc(-c3ccccc3)c(CN3CCSCC3)n2c1 | -3 | -35 | -3 | -3 | -2 | 101 | 0 | 102 | -3 | 100 | 14
O=C(NC(=S)Nc1ccccc1)c1cc([N+](=O)[O-])ccc1N1CCOCC1 | -2 | -5 | -4 | -4 | -2 | 100 | -1 | 100 | -7 | 100 | 13
CC(=O)Nc1cccc(NC(=O)CSc2nnnn2C)c1 | -6 | 5 | -4 | -11 | -2 | 99 | -3 | 103 | -8 | 100 | 9
CCOC(=O)c1csc(NC(=O)C(C)(C)C)n1 | -5 | -17 | -2 | -8 | 1 | 98 | -1 | 101 | -6 | 98 | 6
Cc1cccc(N2CCN(C(=O)c3ccc(NC(=O)C4CCCO4)cc3)CC2C)c1 (configuration not stated) | -10 | -33 | -9 | -14 | -2 | 99 | -1 | 99 | -7 | 99 | -4
Cc1cccc(NC(=O)Nc2nnc(N3CCCCC3C)s2)c1C (configuration not stated) | -8 | 0 | -2 | -11 | -3 | 101 | -4 | 99 | -5 | 101 | 25
CCNC(=O)CN(c1ccc(CC)cc1)S(C)(=O)=O | -6 | -39 | -6 | -1 | -1 | 101 | 1 | 90 | -1 | 100 | -8

Of the compounds above, 2 have a halogen.
SMILES | Bcl-2 Bim block | Mcl1 Bid PPI | Bcl-XL Bim block | Bfl-1 Bim block | Bcl-W Bim block | RGS8-Gao | Mcl-1 Bim block | RGS4-Gao reg | Bim-Bcl-B | RGS7-Gao | Mcl1 Noxa PPI
Cc1ccc(N=Cc2cc(Br)cc(Cl)c2O)cc1 | -5 | -40 | 0 | -1 | -1 | 92 | -37 | 84 | -8 | 88 | 12
CN1CCN(C(=O)/C(C#N)=C/c2ccc(F)cc2)CC1 | 1 | -14 | -1 | 2 | 0 | 99 | -2 | 101 | 0 | ? | 30

Next records:
SMILES | Bcl-2 Bim block | Mcl1 Bid PPI | Bcl-XL Bim block | Bfl-1 Bim block | Bcl-W Bim block | RGS8-Gao | Mcl-1 Bim block | RGS4-Gao reg | Bim-Bcl-B | RGS7-Gao | Mcl1 Noxa PPI
CC(C)NC(=S)N(C)C1(c2ccccc2Cl)CCCCC1=O (configuration not stated) | -3 | -34 | -2 | -3 | 0 | 97 | -3 | 91 | -5 | 96 | 12
Cc1ccccc1-n1c(C)nnc1SCC(=O)N1CCc2ccccc2C1 | -10 | -3 | -5 | -17 | -3 | 101 | -2 | 102 | -11 | 105 | 13
CCCc1nnc(NC(=O)CCCN2C(=O)c3ccccc3C2=O)s1 | -6 | -12 | -8 | -14 | -2 | 103 | -4 | 103 | -13 | 104 | -7
O=C(c1ccc(=O)n(Cc2ccc(Cl)c(Cl)c2)c1)N1CCOCC1 | -9 | -5 | -10 | -16 | -2 | 101 | -7 | 100 | -11 | 101 | 14
CCN(CC)C(=O)c1cccc(-c2ccc(OC)cc2)c1 | 19 | -10 | -4 | 3 | 0 | 102 | 6 | 98 | 19 | 98 | 9
CCOc1nc(OCC)nc(-n2cc(-c3ccccc3)nn2)n1 | -1 | -16 | -7 | -13 | 2 | 101 | 2 | 105 | -2 | 102 | 1
O=C(O)Cn1nc(-c2ccccc2)c2ccccc2c1=O | -2 | 11 | -3 | -7 | -2 | 100 | 0 | 99 | -4 | 100 | 3
O=[N+]([O-])c1cccc(-c2ncc3ccccn23)c1 | -1 | -22 | -5 | -6 | -4 | 100 | -1 | 99 | -2 | 98 | 6
Cc1cc(Oc2ccccc2F)nc(NCc2ccccc2)n1 | -7 | 7 | -8 | -21 | -3 | 103 | -4 | 99 | -11 | 100 | 16
COc1cc(C)nc(N2CCCC(C(=O)Nc3ccccc3Br)C2)n1 (configuration not stated) | 3 | -9 | 0 | -4 | 0 | 104 | 0 | 103 | -2 | 101 | 2
CCC(CC)c1nnc(NC(=O)CN2C(=O)c3ccccc3C2=O)s1 | 0 | -5 | -2 | -3 | 0 | 103 | 0 | 101 | -4 | ? | 0
CCCn1c(CN2CCCCC2CC)nc2c1c(=O)n(C)c(=O)n2C (configuration not stated) | -6 | -9 | 0 | -10 | 5 | 98 | 0 | 96 | -1 | 94 | 5
COc1cc(/C=C\C(=O)NCc2ccc3[nH]c(C)cc3c2)cc(OC)c1OC | 0 | -13 | -3 | 0 | -1 | 101 | -1 | 103 | -2 | 100 | -7
CNc1ccccc(C(=O)/C=C/c2ccccc2OC)c1=O | 13 | -99 | 4 | 32 | 9 | 90 | 3 | 90 | -12 | 90 | 63*
CC(=O)NS(=O)(=O)c1ccc(NC(=O)c2ccccn2)cc1 | -1 | 8 | -2 | 11 | -1 | 112 | 0 | 110 | -8 | 110 | 22
CCOc1ccc2[nH]c(=O)c(CN(CC3COCCO3)C(=O)c3ccc(C)cc3)cc2c1 (configuration not stated) | 0 | -14 | 2 | -1 | 0 | 100 | 5 | 103 | 0 | 104 | 26
COc1ccccc1NC(=O)N1CCN(c2ccc(F)cc2)CC1 | -2 | -17 | -4 | -2 | -1 | 102 | -6 | 100 | -2 | 99 | 10
CCCCOC(=O)CSc1nnc(-c2cc(OC)c(OC)c(OC)c2)o1 | -6 | -18 | -1 | 0 | 0 | 99 | -1 | 102 | -2 | 100 | 2
CCCNC(=O)Cc1ccsc1 | -12 | -7 | -14 | -26 | -11 | 98 | -7 | 98 | -11 | 98 | 5
Cc1nc(N)c(C#N)c(-c2cccnc2)c1C | -1 | -11 | 0 | -2 | -3 | 96 | -4 | 99 | -1 | 95 | 9
O=C(Cn1c(C(=O)NCc2ccco2)cc2sccc21)c1ccccc1 | 1 | 4 | 1 | 2 | 6 | 96 | 5 | 95 | 0 | 91 | -6
CCO[C@H]1OC(C(=O)N2CCN(C)CC2)=C[C@@H](C2CC2)[C@@H]1CCCO | -2 | -4 | 1 | -2 | 0 | 97 | 1 | 97 | -4 | 101 | 1
COc1ccc(CCNC(=O)CSc2nc3c(c(=O)n(C)c(=O)n3C)n2C)cc1OC | -1 | -13 | -6 | -2 | -5 | 97 | -5 | 88 | -4 | 101 | 4
O=S(=O)(Nc1ccc(Br)cn1)c1cccs1 | 0 | -2 | 0 | -1 | 2 | 99 | -1 | 98 | -3 | ? | 3
Cc1ccc(OCCNc2cc(N3CCN(CCO)CC3)ccc2[N+](=O)[O-])cc1C | -8 | -71 | -5 | -3 | -5 | 98 | -7 | 102 | -8 | 103 | 5
CCn1nccc1C(=O)Nc1nccs1 | -2 | -20 | 1 | 0 | -1 | 102 | -1 | 103 | 0 | 104 | 16
CCOC(=O)C1=NOC(CNC(=O)c2ccccc2Cl)C1 (configuration not stated) | -3 | -18 | -2 | -3 | 0 | 97 | -1 | 89 | -2 | 87 | 0
CN(C)CCC(c1ccc(Br)cc1)c1ccccn1 (configuration not stated) | 0 | 4 | -2 | 0 | -2 | 99 | -1 | 99 | -2 | 99 | 10
Cc1cc(C)nc(-n2ncc3c2CC(C)CC3=O)n1 (configuration not stated) | / | -19 | / | / | / | 102 | / | 104 | / | ? | 12
C=CCNC(=O)CCCc1ccccc1 | -11 | -3 | -4 | -18 | 2 | 101 | -1 | 101 | -6 | 114 | 14
COCCNC(=O)CCc1c(C)nc2nc(-c3cc(OC)cc(OC)c3)nn2c1C | -2 | -24 | -5 | -2 | 0 | 101 | -1 | 100 | -1 | 96 | 10
O=C1Nc2ccccc2C12Nc1ccccc1-c1nc3ccccc3n12 (configuration not stated) | -8 | 8 | -8 | -16 | -5 | 104 | -1 | 105 | -7 | 103 | 4
CCc1ccccc1N1C(=O)c2ccccc2S1(=O)=O | -3 | -10 | -1 | -1 | -1 | 102 | -2 | 101 | 0 | 101 | 6
CCOC(=O)c1cnc(-n2nc(C)cc2C)nc1Oc1ccc(C#N)cc1 | / | -27 | / | / | / | 101 | / | 98 | / | ? | -8
COc1cc(Cl)c(S(=O)(=O)NCCN2CCOCC2)cc1Cl | -3 | -33 | 6 | -9 | 1 | 103 | 0 | 105 | -7 | 104 | 9
Cc1cc(C(=O)NC2CCCCC2)c(C)n1-c1ccc(F)cc1 | 2 | -7 | -1 | 0 | -1 | 100 | -2 | 98 | -2 | 97 | -8
CC12CCC(C(=O)Nc3ccc4c(c3)OCCO4)(OC1=O)C2(C)C (configuration not stated) | 5 | -5 | 0 | 0 | 8 | 98 | 11 | 97 | -3 | 97 | -13
